FN deposition inh: inhibitors of fibronectin matrix deposition, primary screen, AH1F cells, Alexa488-fibronectin fluorescence, plate reader | AH1F fibroblasts, overnight | inhibition, % at 12.6 µM | AID 743247, 2014 | 350,000 compounds, 0.086% hits;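 active means mean inhibition across replicates of 30% or more, regardless of how many single replicates reach that level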;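 further: positive control wells lacked labelled fibronectin entirely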
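Assay system: AH1F fibroblast monolayer, labelled fibronectin deposition. Amount: 10000 cells per well. Also added: labelled fibronectin 24 nM. Compound: single-point pinned compound. Incubation: cell attachment 1 h, compound and FN exposure overnight. Detection: fluorescence after three HBSS washes, excitation 485 nm, emission 525 nm. Read-out: inhibition of fibronectin deposition signal.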
DENV2 CPE: inhibitors of DENV2 cytopathic effect, primary screen, cell-based, plate reader, single concentration; 350,000 compounds, 1.7% hits; CPE inhibition, % at 9.99 µM; AID 651640, 2012; DENV2-infected cells, cytopathic effect rescue; in the data active means CPE inhibition above about 20%, passing the limit was not always enough; tested in BHK-21 cells;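 further: 0% = median of neutral control wells and 100% = median of positive control wells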
EWS-Fli block: EWS/Fli-driven NR0B1 reporter inhibitors, primary screen, A673 cells, NR0B1 luciferase, luminescence, MLPCN library | inhibition, % at 12.6 µM | 350,000 compounds, 0.67% hits | AID 651661, 2012 | viability-normalised;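 active means mean inhibition of at least 50% after viability correction, with every replicate also passing that limit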;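 further: firefly luciferase signal divided by Alamar Blue viability fluorescence both relative to DMSO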
miR-122 sensor: miR-122 Renilla sensor signal increase in Huh7, primary screen, miR-122 inhibitor project, cell-based, single point, plate reader; Huh7 miR-122 Renilla luciferase sensor, 48 h; neutral wells = 0, positive control = 100; activation (reporter increase), % at 12.5 µM; 340,000 compounds, 0.3% hits; AID 602342, 2012;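 active means mean replicate activation score at least 90 and every replicate individually at or above 90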;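 further: higher luciferase means less miR-122 activity so hits act as miR-122 inhibitors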
PAX8 inh HTS: inhibitors of PAX8-driven TPO luciferase reporter, primary screen, RMG-I cells, single concentration | 360,000 compounds, 1.2% hits | SteadyGlo, 24 h | AID 652154, 2013 | inhibition, % at 12.6 µM;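 active means mean replicate inhibition at least 60% with every replicate also reaching 60%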;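 further: luciferase light reporting Pax8 driven TPO promoter activity; plate controls were median of neutral control wells for no effect and mitoxantrone controls for full effect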
CFTR F508del cor: F508del CFTR correction, initial screen, CFBE line, single point; CFBE cells, YFP halide quenching; stimulated with forskolin plus potentiator P3; % fluorescence drop versus neutral controls; activity (quench increase), % at 7.58 µM; 350,000 compounds, 0.36% hits; AID 720511, 2013;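 active means mean added fluorescence quench of at least 8% versus neutral control, with both replicates also reaching 8%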;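 further: cells transiently co-express mutant CFTR-F508del with the halide-sensitive YFP; corrector assay measuring rescue of mutant channel to the surface after 24 h compound exposure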
GSIS activator: GLuc luminescence reporter in INS-1E cells, primary screen for activators of glucose-dependent secretion of insulin; activation, % at 16.6 µM; INS-1E GLuc reporter insulin secretion, 2-3 h; 370,000 compounds, 0.61% hits;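 active means lowest replicate activation of at least 40%, so every replicate reaches that level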;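 further: 0% = median of neutral control wells and 100% = median of IBMX positive control wells; some compounds called inactive have numbers as strong as hits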
* marks the source's active call; other numbers are inactive results; · = not tested or not shown; & = joins results of further samples; ! = a repeat was not active; [ ] = remark or other dose.

SMILES	FN deposition inh	DENV2 CPE	EWS-Fli block	miR-122 sensor	PAX8 inh HTS	CFTR F508del cor	GSIS activator
COc1ccc(OCC(=O)Nn2c(-c3cccc(OC)c3)nc3ccccc3c2=O)cc1	-2	-1	8	·	14	·	·
CCn1cc(S(=O)(=O)CC(=O)Nc2cc(C)ccc2C)c2ccccc21	6	16	-1	6	9	1.5	-12
CCc1ccc(CN2CCN(c3ncccn3)CC2)cc1	-6	5	-13	-5	-4	1.5	-8
CCOC(=O)Cc1csc(NC(=O)CSc2nnnn2-c2ccc(F)cc2)n1	·	·	9	·	·	-0.9	-12
O=C(C[C@@H]1CC[C@H](NC(=O)c2ccc(F)cc2)[C@@H](CO)O1)NCCc1ccccc1	8	-2	-1	-7[16.7 µM]	7	2.1	0
CCCCn1c(N)c(N(CC)C(=O)c2c(C)noc2C)c(=O)[nH]c1=O	16	6	-2	-4	·	-5.5	7
CC(Oc1ccc(F)cc1)C(=O)Nc1cc(S(=O)(=O)N2CCOCC2)ccc1N1CCN(C)CC1 (stereo not drawn)	4	3	-6	·	-6	6.6	-7
COC(=O)c1ccc(OC)c(OC2CCCC2)c1	5	4	7	·	-29	1.2	47*
CCCCCCN1CC(=O)N2[C@@H](Cc3c([nH]c4ccccc34)C2(C)C)C1=O	-5	-2	2	7	26	-0.4	-33
N#CCCn1ncc2ccccc21	-2	·	·	4	6	·	·
O=C(CCN1CCCCC1)NCC[C@H]1CC[C@@H](NS(=O)(=O)c2cccc(Cl)c2)[C@H](CO)O1	-6	5	5	·	-15	-0.3	2
CC(C)NC(=O)N(C)C[C@@H]1Oc2ccc(NC(=O)Nc3ccc4c(c3)OCO4)cc2C(=O)N([C@H](C)CO)C[C@H]1C	·	-4	-14	-2[16.7 µM]	·	1.4	24
C[C@H](CO)N1C[C@H](C)[C@@H](CN(C)S(=O)(=O)c2ccc(Cl)cc2)OCCCC[C@H](C)Oc2ccc(NS(C)(=O)=O)cc2C1=O	·	-6	-5	7[16.7 µM]	-14	-1.2	-1
O=S(=O)(c1cccc(F)c1)N1CC[C@@H]2[C@H](CO)Nc3ccc(-c4cccc(F)c4)cc3[C@@H]21	19	-19	2	5[16.7 µM]	7	-0.7	-3
O=C(Cc1cc(=O)[nH][nH]1)N/N=C/C(Cl)=C/c1ccccc1	·	2	0	10&3	·	1.6	0&2
COCCCNC(=O)[C@@]1(C)c2ccccc2C(=O)N(Cc2ccc(OC(F)(F)F)cc2)[C@H]1c1ccc(CO)cc1	·	-3	-26	·	15	2.4	·
COc1cccc(-c2noc(CCC(=O)NC3CCCC3)n2)c1	·	1	·	·	-17	1.7	-10
CC(=O)Nc1ccc(S(=O)(=O)NNC(=O)COc2cccc3ccccc23)cc1	1	·	·	2	8	·	14
O=C(N/N=C/C(Br)=C\c1ccccc1)c1cccs1	7	3	-106	69	-93	-2.6	-12
Cc1cc(SCC(=O)c2ccc(O)c(O)c2)n2nc(C)c(-c3ccccc3)c2n1	-11	1	37	-22	50	0.3	10
N#Cc1cccc(-c2ccc([C@@H]3[C@@H](CO)N4CCCCN(C(=O)Nc5cccc(F)c5)C[C@@H]34)cc2)c1	·	-19	14	-8[16.7 µM]	21	6.4	-6
Cc1c(C(c2ccccc2Br)c2c(C)n(C)n(-c3ccccc3)c2=O)c(=O)n(-c2ccccc2)n1C	-6	2	13	7	-29	-0.1	-21
Cc1ccc(C(c2c(C)[nH][nH]c2=O)c2c(C)[nH][nH]c2=O)cc1	0	-4	7	-4	3	-0.6	·
C[C@@H]1CN([C@@H](C)CO)C(=O)c2cc(NC(=O)CCN3CCOCC3)ccc2O[C@@H]1CN(C)Cc1ccc(C(=O)Nc2ccccc2N)cc1	-11	-5	0	·	9	0.7	3
C[C@H](CO)N1C[C@H](C)[C@H](CN(C)Cc2ccncc2)Oc2ncc(Br)cc2C1=O	-13	85*!	-15&2&3	-3	-38	0.3&1.5&2.2	17&19
COc1ccc(CCN2CC(C(=O)OCC(=O)c3c(N)n(CC(C)C)c(=O)n(C)c3=O)CC2=O)cc1OC (stereo not drawn)	2	0	-1	-2	5	0.0	·
CCc1nn(CC(=O)NCCCN2CCc3ccccc3C2)c(=O)c2cc3sccc3n12	-31	-4	4	-7	34	0.1	-18
O=C(CSc1nnc(NC(=O)c2ccccc2)s1)NCC1CCCO1 (stereo not drawn)	7	4	·	1	-116	0.2	8
COc1cccc(S(=O)(=O)N2[C@@H]3CNC[C@H]2C3c2ccc(-c3ccc(C(=O)N(C)C)cc3)cc2)c1 (stereo partly drawn)	-6	9	-4	·	-16	-0.9	-16
CCC(NC(=S)NCc1ccc(F)cc1)c1ccc(C(C)C)cc1 (stereo not drawn)	6	-8	·	18	-9	-2.1	-67
COc1ccc(NS(=O)(=O)c2cccc(C(=O)NNC(=O)CN3C(=O)NC(C)(C)C3=O)c2)cc1	3	2	-13	-3	-5	-2.3	-25
CNC[C@@H]1OCCCC[C@@H](C)Oc2ccc(NC(=O)NC(C)C)cc2C(=O)N([C@H](C)CO)C[C@@H]1C	4	-2	·	6[16.7 µM]	-26	-1.0	25
Cc1noc(C)c1NC(=O)Nc1ccc2c(c1)C(=O)N([C@H](C)CO)C[C@H](C)[C@@H](CN(C)C(=O)Nc1ccc(F)cc1)OCCCC[C@@H](C)O2	-10	-4	-4	9[16.7 µM]	-6	0.6	7
COCc1ccc([C@@H]2C[C@H]3CN(Cc4cccnc4)C(=O)[C@]34CCCN24)o1	-5	3	7	5	11	2.4	3
COc1cccc(C(=O)OCC(=O)NC23CC4CC(CC(C4)C2)C3)c1	·	4	5	-5	1	1.1	·
CC(=O)N(C)C[C@H]1Oc2ncc(/C=C/c3ccccc3)cc2C(=O)N([C@@H](C)CO)C[C@@H]1C	7	-7	-12	-8[16.7 µM]	·	1.4	-5

Quoted from the listing:
Under CFTR F508del cor, O=C(C[C@@H]1CC[C@H](NC(=O)c2ccc(F)cc2)[C@@H](CO)O1)NCCc1ccccc1 is listed with 2.1
Under PAX8 inh HTS, COc1ccc(NS(=O)(=O)c2cccc(C(=O)NNC(=O)CN3C(=O)NC(C)(C)C3=O)c2)cc1 is listed with -5

More entries:
SMILES	FN deposition inh	DENV2 CPE	EWS-Fli block	miR-122 sensor	PAX8 inh HTS	CFTR F508del cor	GSIS activator
O=C(O)c1ccccc1-c1cc2ccccc2[nH]1	-12	7	-6	·	-16	0.1	2
CCCNC(=O)N1[C@H](CO)[C@H](c2ccc(-c3cccnc3)cc2)[C@@H]1C#N	1	-1	4	·	-13	-2.2	-2
COc1ccc(-c2cc(C(=O)Nc3cccnc3)c3ccccc3n2)cc1OC	0	-9	·	8	14	2.4	8
COc1ccc(-c2ccc3c(c2)[C@@H]2[C@@H](CCN2C(=O)c2ccc(F)cc2)[C@@H](CO)N3C)cc1	4	-27	4	-3[16.7 µM]	-1	0.3	-2
Cc1ccc(OCc2cc(C(=O)N(C)Cc3cnn(-c4ccccc4C)c3)no2)cn1	6	9	-39	1	-6	-0.5	-47
C[C@H](CO)N1C[C@H](C)[C@@H](CN(C)C(=O)Nc2cccc3ccccc23)Oc2ccc(NC(=O)C3CC3)cc2C1=O	6	-4	-4	0[16.7 µM]	·	-1.8	9
CC1CCCCC1NC(=O)NC(=O)COC(=O)c1nccnc1N (stereo not drawn)	·	-1	3	-4	0	0.4	·
O=S(=O)(c1ccc(-c2cc(C(F)(F)F)on2)s1)N1CCCC1	-2	6	-5	·	8	0.8	0
CN(C)c1ccc(C=NNc2nc3c([nH]2)c(=O)n(C)c(=O)n3C)cc1	3	-1	5	17	-4	-0.9	10
O=S(=O)(c1ccc(F)cc1)N1CC[C@H]2[C@H](CO)Nc3ccc(-c4ccccc4F)cc3[C@H]21	30	43*	5	2[16.7 µM]	-12	0.8	-3
COc1ccc(-c2ccc3ccccc3n2)cc1OC	13	-3	-93	·	-197	2.4	10
C[C@H]1CCCCO[C@@H](CN(C)C(=O)NC2CCCCC2)[C@@H](C)CN([C@@H](C)CO)C(=O)c2cc(NS(=O)(=O)c3ccccc3)ccc2O1	8	30*	7	-1[16.7 µM]	13	-1.9	-24
C[C@H]1CN([C@@H](C)CO)C(=O)c2cc(C#CC3CC3)cnc2O[C@H]1CN(C)C(=O)c1ccccc1	·	6	4	-1[16.7 µM]	·	1.0	37
COc1ccc(-c2oc(=O)c3cc(OC)c(OC)cc3c2-c2cc(F)cc(OC)c2)cc1	2	2	27	3	14	3.6	18
C=CCn1cc(C(=O)OC)c(=O)c2cc(S(=O)(=O)N3CCCCCC3)ccc21	1	-2	20	-5	3	-1.3	·
O=C(NCc1ccccc1)c1cc(C2COCCN2C(=O)c2cccs2)on1 (stereo not drawn)	4	2	-4	-5	10	0.1	·
O=[N+]([O-])c1ccc(/C=C/c2ccncc2)cc1	-6	-2	-40	-5	-26	-2.1	9
O=NN(C(=O)NCc1cccnc1)C1CCCCC1	·	-10	-8	-3	-1	2.6	2
Cc1ccc(C)c(NC(=O)CSc2c(C)n[nH]c2C)c1	7	-2	-6	-6	-3	-0.5	-13
CCc1ccc(NC(=O)COC(=O)C2(c3ccc(Cl)cc3)CCCC2)cc1	9	·	-7	-2	58	2.1	·
Cc1cccc(NC(=O)N2CCCCCC2)c1C	-3	8	10	1	-4	-2.2	-1
Clc1ccccc1Nc1nnc(-c2ccncc2)s1	1	4	26	·	-5	·	14
Cc1ccc(CNC(=O)C2CCN(S(=O)(=O)N3CCCC3)CC2)cc1	-11	11	·	-3	-6	0.4	5
CCN(CC)C(=O)CSC1c2ccccc2C(=O)N1c1ccccc1 (stereo not drawn)	·	·	3	-2	·	-1.7	·
CC(C)NC(=O)N(C)C[C@@H]1Oc2ccc(NC(=O)Cn3cnnn3)cc2C(=O)N([C@H](C)CO)C[C@H]1C	·	·	2	2[16.7 µM]	·	1.9	19
[O-]/C(=C(\C(=S)NCCN1CCOCC1)[n+]1ccccc1)c1ccc(Cl)s1	-9	1	-6	1	3	0.7	3
Cc1noc(C)c1S(=O)(=O)Nc1ccc2c(c1)CC(=O)N([C@@H](C)CO)C[C@H](C)[C@H](CN(C)Cc1ccc(-c3ccccc3)cc1)O2	·	20	-2	8[16.7 µM]	·	0.2	-1
COc1cc(NS(=O)(=O)c2ccc(NC(=O)CCC(=O)O)cc2)nc(OC)n1	-1	4	7	·	-2	-2.7	-1
OC[C@H]1[C@@H](c2ccccc2)C2(CN(Cc3nccs3)C2)N1CC1CCOCC1	-7	-5	6	·	6	-2.4	0
Cc1ccc2c(c1)N(Cc1cccc(C#N)c1)C=NS2(=O)=O	4	6	3	·	36	-2.0	4
O=C(O)c1cc(=O)c2c(Cl)cc(Cl)cc2[nH]1	10	2	1	2	4	-0.9	-7
Cc1c(C(=O)N/N=C/c2cccnc2)sc(N)c1C#N	3	-3	-25	6	-16	-2.9	2
O=C(O)c1ccccc1C(=O)Nc1ccccc1	4	·	·	-14	-8	·	·
Cc1ccc(S(=O)(=O)Nc2ccc3c(c2)C(=O)N([C@H](C)CO)C[C@@H](C)[C@H](CN(C)S(=O)(=O)c2ccc(Cl)cc2)O3)cc1	·	43*	10	·	-6	1.1	3
CCCNc1nc2nc3ccccn3c(=O)c2cc1C(=O)NCCN1CCOCC1	-13	1	6	6	-10	-3.1	11
CN(Cc1ccc(Br)cc1)CC(O)COc1cccc(Br)c1 (stereo not drawn)	4	11	9	-5	-15	-1.1	10
COc1ccc(C(C)=O)cc1CSc1nc2nc(C)cc(C)n2n1	5	-2	-26	1	20	1.5	28
